# Screening data (PubChem)
# procasp7 counter = counter-screen: procaspase-7 (human) activation; P55210; recombinant procaspase-7, Ac-DEVD-pNA absorbance 405 nm; D23A/D198A/D206A triple mutant, cannot self-cleave; scale: DMSO 0, 5 µM enzyme 100; activation, % at 8.5 µM; 0.093% of 330,000 active;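 active = percent activation above the screen-wide mean plus 3 SD, cut at about 25% in these data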
#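 Detection: p-Nitroaniline absorbance at 405 nm, read at 0 and 120 min; system: Uncleavable procaspase-7 mutant enzyme; evaluation: % activation from two-timepoint absorbance difference, scaled to controls; times: 1 h enzyme–compound preincubation and 2 h substrate reaction, both 25 °C; buffer or medium: Zinc-free HEPES pH 7.4 with 300 mM NaCl, 0.01% Triton X-100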
# PP1 counter = PP1-alpha (human) inhibition in PP5 counter-screen; purified PP1alpha, OMFP fluorescence; inhibition, % at 6.7 µM; P62136; 0.9% of 320,000 active;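 active = inhibition above the mean inhibition of all tested compounds plus 3 SD, computed separately for each screening campaign, cut at about 15% in these data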
# Target sequence (P62136 whole entry, looked up): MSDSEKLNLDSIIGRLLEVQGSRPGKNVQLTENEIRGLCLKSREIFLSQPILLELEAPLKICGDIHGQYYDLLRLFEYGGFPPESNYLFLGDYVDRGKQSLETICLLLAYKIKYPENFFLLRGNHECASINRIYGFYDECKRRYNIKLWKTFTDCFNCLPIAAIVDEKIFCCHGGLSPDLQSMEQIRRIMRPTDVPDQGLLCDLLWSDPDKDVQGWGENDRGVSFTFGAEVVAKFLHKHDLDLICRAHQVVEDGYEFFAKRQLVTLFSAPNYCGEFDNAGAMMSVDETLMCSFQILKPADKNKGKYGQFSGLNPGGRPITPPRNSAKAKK
# PP5 inh = blocks human protein phosphatase 5 activity. P53041. purified PP5c, OMFP substrate fluorescence. inhibition, % at 6.7 µM. 0.18% of 320,000 active. AID 1987;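 active = inhibition above the campaign's mean inhibition across all tested compounds plus 3 SD, cut at about 9.5% in these data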;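 note: 0% = DMSO only and 100% = 100 µM cantharidin control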
# GASC-1 inh = blocks human GASC-1 demethylase activity | Q9H3R0 | GST-JMJD2C(1-420) H3K9me3 demethylation, DELFIA europium | inhibition, % at 2.35 µM | 0.069% of 330,000 active | AID 2099;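 active = more than half of a compound's replicate wells show inhibition beyond 50%, single wells judged on their own value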;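 note: signal counts dimethyl H3K9 product captured on neutravidin plate; 0% = median of DMSO wells and 100% = 0.3 times that DMSO median; strong numbers were not always called active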
# Target sequence (Q9H3R0 1-420 limits assumed): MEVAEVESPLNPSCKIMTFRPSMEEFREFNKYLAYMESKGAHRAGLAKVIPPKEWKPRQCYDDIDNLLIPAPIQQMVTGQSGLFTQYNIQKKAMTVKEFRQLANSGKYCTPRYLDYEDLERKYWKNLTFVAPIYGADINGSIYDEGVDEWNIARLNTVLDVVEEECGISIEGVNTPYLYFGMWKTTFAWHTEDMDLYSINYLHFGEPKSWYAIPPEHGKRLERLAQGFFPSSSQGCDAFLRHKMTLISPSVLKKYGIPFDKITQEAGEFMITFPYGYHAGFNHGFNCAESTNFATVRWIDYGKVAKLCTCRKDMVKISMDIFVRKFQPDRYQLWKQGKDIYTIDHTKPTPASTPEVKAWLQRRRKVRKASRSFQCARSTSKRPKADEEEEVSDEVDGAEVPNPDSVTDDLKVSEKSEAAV
# TPT1 inh = C. albicans TPT1 enzyme inhibition. recombinant caTPT1, FP RNA substrate dephosphorylation. inhibition, % at 5 µM. 0.81% of 300,000 active;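 active = inhibition above the mean of all tested compounds plus 3 SD, set per screening campaign, cut at about 24% in these data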;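 note: plate controls were DMSO alone for no effect and ferristatin control at 100 nM for full effect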
# Fh CTSL1 inh = blocks F. hepatica cathepsin L1 in PFM18AAP counter-screen | recombinant F. hepatica cathepsin L1, Z-Leu-Arg-MCA fluorescence | inhibition, % at 5.96 µM | 0.49% of 300,000 active | AID 1906;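 active = inhibition above the mean of all tested compounds plus 3 SD, set per screening campaign, cut at about 17% in these data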;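 note: 0% = plate median of test compound wells and 100% = 1 µM Z-Phe-Ala-diazomethylketone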
# proCasp3 act = activators of human procaspase-3; recombinant procaspase-3 D3A, Ac-DEVD-pNA absorbance 405 nm; activation, % at 8.5 µM; 0.11% of 330,000 active;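 active = activation above the mean of all tested compounds plus 3 SD, cut at about 21% in these data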;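 note: 0% = DMSO alone and 100% = DMSO wells spiked with extra 5 µM PC-3 D3A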
# Target sequence (P42574 whole entry D9A/D28A/D175A): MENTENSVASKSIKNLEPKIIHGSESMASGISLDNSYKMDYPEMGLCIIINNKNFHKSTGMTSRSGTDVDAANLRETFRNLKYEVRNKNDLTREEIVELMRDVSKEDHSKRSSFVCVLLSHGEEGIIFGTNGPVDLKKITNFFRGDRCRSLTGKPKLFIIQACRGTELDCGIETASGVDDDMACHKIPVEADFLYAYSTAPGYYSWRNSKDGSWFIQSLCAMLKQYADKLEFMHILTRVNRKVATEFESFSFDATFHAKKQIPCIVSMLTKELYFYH
#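 Assay system – Procaspase-3 D3A mutant, all three cleavage aspartates alanine · Controls – DMSO-only low control, 5 µM PC-3 D3A high control · Schedule – 1 h compound preincubation, 2 h substrate hydrolysis at 25 °C · Signal – 405 nm absorbance of p-nitroaniline, reads at 0 and 120 min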
# Efflux pump inh = inhibitors of Candida antifungal efflux pumps expressed in yeast | inhibition, % at 10 µM | 0.44% of 330,000 active | AID 485275 | S. cerevisiae Candida pump triplex, Nile Red efflux;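 active = plate passing quality check with inhibition over a set limit, or well fluorescence over plate mean plus 4 SD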;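 note: Nile Red retained in pooled yeast measured as flow cytometry median fluorescence; 0% = buffer negative control and 100% = Enniatin B positive control; higher means more Nile Red kept so more efflux inhibition; some compounds called inactive have numbers as strong as hits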
# core dimer inh = HCV core protein dimerization inhibition; TR-FRET GST/Flag-core106 dimerization, 1536-well; inhibition, % at 5 µM; 0.33% of 300,000 active;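 active = inhibition above the mean of all tested compounds plus 3 SD, set per screening campaign, cut at about 45% in these data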
#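 Material: Tagged HCV core106 pair (GST and Flag) | Amount: GST-core106 13.5 nM, Flag-core106 17 nM | Medium: KF-containing HEPES buffer, pH 7.45, DTT, CHAPS, BSA | Reagent: Eu donor and XL665 acceptor anti-tag antibodies | Schedule: 4 h at 22.5 °C | Technique: Time-resolved FRET, ex 340 nm, em 617 and 671 nm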
# Starred values were filed as active, the others as inactive; x = no result given.
# Values run as follows: procasp7 counter	PP1 counter	PP5 inh	GASC-1 inh	TPT1 inh	Fh CTSL1 inh	proCasp3 act	Efflux pump inh	core dimer inh
1	Cc1ccc(S(=O)(=O)N(C)C)cc1NC(=O)CSc1nc2ccccc2[nH]1
 : 2	3	2.2	-1	0	1	-2	0.0	1
2	COc1ccc(NC(=O)CC(C)NCCCN2CCCC2=O)cc1 (configuration not stated)
 : 1	-3	-0.5	39	-2	-1	5	-0.3	4
3	O=C(CC1Sc2ccccc2NC1=O)Nc1cccc(-c2nnc3n2CCCCC3)c1 (configuration not stated)
 : -9	1	1.9	85	1	-11	-4	0.0	-7
4	CCN(CC)CC(=O)Nc1nn(-c2ccccc2)nc1C(N)=O
 : -5	-1	4.4	8	-2	-1	10	0.0	-11
5	Cc1cccc(Oc2ccc(NS(=O)(=O)c3ccc(C)c(C(=O)O)c3)cc2)c1
 : 1	-1	-0.6	7	x	x	1	-0.1	x
6	O=C1C(Cl)=C(Nc2ccccc2O)C(=O)N1CCc1ccccc1
 : -30	-2	3.6	20	5	6	-26	-0.3	-3
7	Cc1ccc(-n2[nH]c(C)c(C=NC34CN5CN(CN(C5)C3)C4)c2=O)cc1C
 : 11	-4	1.7	-2	-1	3	2	-0.4	-1
8	C[C@@H]1NC(=O)[C@H](CCC(N)=O)NC(=O)c2cc([N+](=O)[O-])cc(I)c2NCCC[C@@H](C(N)=O)NC1=O
 : -25	-2	-10	-6	-1	7	-18	-0.2	-32
9	CNC(=O)C1CC(=O)N(c2ccc(OCC(=O)N3CCCC3)cc2)C1 (configuration not stated)
 : 1	1	-3.0	15	1	1	-4	0.0	-9
10	Cc1ccc(-n2nnc(-c3ccnc4ccccc34)n2)cc1
 : 7	5	4.6	10	-3	3	3	-0.1	6
11	Cc1ccc(S(=O)(=O)N(CC(=O)NCc2ccncc2)C2CCCCC2)cc1
 : 9	-2	-0.4	2	3	0	13	0.0	3
12	O=C(COC(=O)C1(c2ccc(F)cc2)CCCC1)N1CCc2ccccc21
 : 0	4	2.0	-7	-3	11	-2	0.0	3
13	Fc1ccccc1OCCCCn1cncn1
 : -9	-1	0.5	36	-6	4	5	0.0	-10
14	C[N+]1(CCOS(=O)C23CC4CC(CC(C4)C2)C3)CCOCC1 (configuration not stated)
 : -6	-1	1.3	11	-5	-1	4	0.1	-9
15	COc1cccc(C(C)NC(=S)NCc2ccc(Cl)cc2)c1 (configuration not stated)
 : -4	1	0.8	1	-5	5	1	0.0	4
16	COc1cccc(C2=CC(=O)CC(c3ccco3)C2)c1 (configuration not stated)
 : 4	-1	-0.4	2	1	1	-4	0.1	15
17	COc1ccc(C2=CC(c3ccc(C)cc3)n3nnnc3N2)cc1 (configuration not stated)
 : 4	2	2.6	7	-11	0	0	0.1	-1
18	O=C(Nc1nc2ccc(SC(F)F)cc2s1)c1ccc2c(c1)S(=O)(=O)c1ccccc1C2=O
 : 9	0	1.1	-11	3	1	2	0.2	23
19	OC(COc1ccc2cc(Br)ccc2c1)Cn1ccnc1 (configuration not stated)
 : 5	6	1.8	-9	0	-3	-2	-0.2	6
20	O=C(c1ccccc1)c1nn(-c2cccc(Cl)c2)ccc1=O
 : 10	2	1.5	7	2	5	15	0.2	-3
21	CCCN1Cc2cccc(C(=O)NC(C)c3cccs3)c2C1=O (configuration not stated)
 : 9	-1	1.4	2	4	-3	-4	-0.2	-3
22	CC(Oc1cc2oc(=O)c3c(c2cc1Cl)CCC3)C(=O)NCCCN1CCCC1=O (configuration not stated)
 : 1	2	2.9	-8	0	3	-6	-0.2	-16
23	COc1cccc(CNS(=O)(=O)c2cccc(S(=O)(=O)N3CCOCC3)c2)c1
 : 6	-4	5.2	2	1	-4	5	-0.1	-2
24	CCCn1c(=O)n(C)c(=O)c2c(SCC(=O)NCc3ccco3)nc(C3CC3)nc21
 : -2	2	-2.0	-8	5	3	-6	0.1	25
25	CCC1CC2CC(NC(C)=O)C1C2 (configuration not stated)
 : -7	0	0.1	-1	1	2	0	-0.1	-6
26	COC(=O)C1=C(N)Oc2c(oc(CO)cc2=O)C1c1c(F)cccc1Cl (configuration not stated)
 : 8	-2	-1.3	-2	-1	1	3	-0.1	-4
27	Cc1ccccc1N1CC(C(=O)Nc2nnc(SCC(=O)Nc3nccs3)s2)CC1=O (configuration not stated)
 : -11	10	-3.4	-5	3	7	4	0.1	35
28	CCC/C=N/Nc1nnc(Cc2ccc(OC)c(OC)c2)c(=O)[nH]1
 : -3	2	0.5	-2	-5	0	5	0.0	-12
29	CC(=O)c1ccc(S(=O)(=O)N2CCN(C(C)=O)CC2)cc1
 : 4	2	-1.4	10	-1	0	-2	-0.2	-2
30	CCOc1ccccc1N(C)S(=O)(=O)c1ccc2c(c1)N(C(C)=O)CCO2
 : -3	2	-0.9	-1	-3	-3	-2	-0.1	-13

# Quoted at random: 3 records from the list, in no set order.
# Values run as follows: procasp7 counter	PP1 counter	PP5 inh	GASC-1 inh	TPT1 inh	Fh CTSL1 inh	proCasp3 act	Efflux pump inh	core dimer inh
17	COc1ccc(C2=CC(c3ccc(C)cc3)n3nnnc3N2)cc1 (configuration not stated)
 : 4	2	2.6	7	-11	0	0	0.1	-1
3	O=C(CC1Sc2ccccc2NC1=O)Nc1cccc(-c2nnc3n2CCCCC3)c1 (configuration not stated)
 : -9	1	1.9	85	1	-11	-4	0.0	-7
8	C[C@@H]1NC(=O)[C@H](CCC(N)=O)NC(=O)c2cc([N+](=O)[O-])cc(I)c2NCCC[C@@H](C(N)=O)NC1=O
 : -25	-2	-10	-6	-1	7	-18	-0.2	-32

# Back to the main list with the 2 entries that preceded the break.
# Values run as follows: procasp7 counter	PP1 counter	PP5 inh	GASC-1 inh	TPT1 inh	Fh CTSL1 inh	proCasp3 act	Efflux pump inh	core dimer inh
29	CC(=O)c1ccc(S(=O)(=O)N2CCN(C(C)=O)CC2)cc1
 : 4	2	-1.4	10	-1	0	-2	-0.2	-2
30	CCOc1ccccc1N(C)S(=O)(=O)c1ccc2c(c1)N(C(C)=O)CCO2
 : -3	2	-0.9	-1	-3	-3	-2	-0.1	-13
31	COc1ccc(C=O)cc1COc1c(F)c(F)cc(F)c1F
 : 5	11	5.6	-16	0	-3	1	0.0	15
32	CC(C)CCNC(=O)c1onc(CSc2ccc(Cl)cc2)c1C(=O)NCCC(C)C
 : 1	2	1.0	6	-2	0	3	-0.1	2
33	CCc1ccccc1NC(=O)N[C@H](C(=O)O)C(C)CC (some centres not stated)
 : -2	-3	1.0	18	-2	3	-2	-0.1	-7
34	CCCCCCC(=O)Nc1nc(C)c(-c2csc(Nc3cc(Cl)ccc3C)n2)s1
 : -11	7	2.6	18	2	2	-5	0.3	-103
35	CCOc1ccccc1N(CC(=O)Nc1ccccc1C(=O)NCc1ccco1)S(C)(=O)=O
 : -3	-3	-0.3	2	-7	-2	-4	0.4	-2
36	COc1ccc(Cl)cc1S(=O)(=O)N1CCN=C1c1ccccc1
 : 9	-6	-1.5	-15	1	-5	6	4.4	0
37	COc1ccccc1N1CCN(C(=O)c2cc(=O)c3cc(C)ccc3o2)CC1
 : -3	-1	0.5	-6	-2	1	2	0.0	7
38	Cc1occc1C(=O)NNC(=O)c1ccccc1F
 : 11	2	-0.6	-15	1	-4	-1	1.1*	-3
39	CN1CN(C)c2cccc3cccc1c23
 : 6	-4	0.0	4	-3	4	-3	0.0	-14
40	COc1cc(C(=O)N2CCN(c3ccccc3O)CC2)ccc1OCC(=O)N1CCOCC1
 : 2	-3	1.4	-5	x	x	12	0.0	x
41	COC(=O)c1c(-c2ccccc2)csc1NC(=O)c1ccco1
 : 1	0	1.2	7	3	0	5	0.2	7
42	CCCn1c(=O)c2ccccc2n2c(SCc3c(C(=O)OCC)oc4ccccc34)nnc12
 : 5	3	1.5	-8	1	-4	9	0.1	4
43	CCOc1cc(NC(=S)NCCCOC)c(OCC)cc1NC(=O)c1ccco1
 : 0	-3	0.5	4	-1	-2	4	0.5	-2
44	Cc1noc(C)c1C(=O)N1CCN(c2ccc(OCc3ccccc3)cc2)CC1
 : 6	-2	1.9	5	-6	4	-3	0.0	1
45	CC(C)CN(C(=O)COC(=O)c1cnc(Cl)c(Cl)c1)c1c(N)n(Cc2ccccc2)c(=O)[nH]c1=O
 : -4	0	-0.7	-6	-2	-6	8	-0.2	-6
46	COc1ccc(/C=C/C(=O)O)cc1S(=O)(=O)NC1CCS(=O)(=O)C1 (configuration not stated)
 : 0	-2	1.9	0	-4	-5	-6	-0.1	-1
47	COc1ccc(CCN(Cc2ccccn2)C(=S)Nc2cccc(C)c2)cc1OC
 : 2	-4	0.9	-1	-4	-4	1	-0.1	0
48	COc1ccc(NS(=O)(=O)c2cc(NC(=O)c3ccccc3)ccc2N2CCOCC2)cc1
 : 0	x	x	-7	x	x	7	0.2	x
49	CCC(C)(C)c1nnc(NC(=O)C2CC(=O)N(CCc3ccc(F)cc3)C2)s1 (configuration not stated)
 : 2	5	2.6	6	1	1	2	0.0	-5
50	O=C(c1ccco1)N1CCN(C(c2ccccc2Cl)c2nnnn2Cc2ccco2)CC1 (configuration not stated)
 : -4	-3	1.3	x	-1	0	1	-0.1	0
51	COc1ccc(NC(=S)Nc2cc(C(F)(F)F)ccc2F)cc1
 : -7	-7	2.4	3	-2	-1	-10	0.6	-3
52	CC(=O)N=c1sccn1CC(O)c1ccccc1 (configuration not stated)
 : -1	-1	1.3	3	3	1	5	0.1	11
53	c1ccc(C2CC(c3ccccc3)n3c(nc4ccccc43)N2)cc1 (configuration not stated)
 : -8	3	1.3	-8	3	-1	5	0.2	10
54	CC(NCC(=O)Nc1ccccc1C(=O)NC1CC1)c1ccccc1Cl (configuration not stated)
 : 8	4	4.8	-2	x	x	3	0.0	x
55	CN(Cc1ccccc1)S(=O)(=O)c1ccc(OCC(=O)Nc2cccc([N+](=O)[O-])c2)cc1
 : 7	6	2.1	-2	2	4	-5	0.0	16
56	N#Cc1nc(COc2ccc(F)cc2)oc1N1CCN(Cc2ccccc2)CC1
 : -5	0	4.7	12	1	-2	-3	0.7	2

# Printed as active in Efflux pump inh, of those listed so far:
entry	smiles	PP5 inh	GASC-1 inh	TPT1 inh	proCasp3 act	Efflux pump inh	core dimer inh
38	Cc1occc1C(=O)NNC(=O)c1ccccc1F	-0.6	-15	1	-1	1.1*	-3

# An excerpt of these results, screen by screen.
1. Cc1ccc(S(=O)(=O)N(C)C)cc1NC(=O)CSc1nc2ccccc2[nH]1
2. COc1ccc(NC(=O)CC(C)NCCCN2CCCC2=O)cc1 (configuration not stated)
3. O=C(CC1Sc2ccccc2NC1=O)Nc1cccc(-c2nnc3n2CCCCC3)c1 (configuration not stated)
entry no. | 1 | 2 | 3
procasp7 counter | 2 | 1 | -9
PP1 counter | 3 | -3 | 1
PP5 inh | 2.2 | -0.5 | 1.9
GASC-1 inh | -1 | 39 | 85
TPT1 inh | 0 | -2 | 1
Fh CTSL1 inh | 1 | -1 | -11
proCasp3 act | -2 | 5 | -4
Efflux pump inh | 0.0 | -0.3 | 0.0
core dimer inh | 1 | 4 | -7
